High-throughput results: PubChem BioAssay, several laboratories
KCNQ1 block – blocks the human KCNQ1 potassium channel. P51787. CHO-K1 KCNQ1, FluxOR thallium flux fluorescence; active compounds read high. B-score at 10 µM. 1.3% of 310,000 active;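 active = compounds whose thallium flux B-score, printed positive for inhibition, exceeds three library SD while starting fluorescence stays within three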;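 note: channel opened by potassium depolarization with thallium stimulus after 20 min compound exposure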
KCNK9 block – blocks the human KCNK9 two-pore domain potassium channel; HEK293 KCNK9, FluxOR thallium flux fluorescence; active compounds read low; AID 488922; B-score at 10 µM; 1.2% of 310,000 active; Q9NPC2;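 active = ratio B-score over 3 SD below the library mean, with starting fluorescence within 5 SD of its mean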;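 note: negative B-score means less thallium flux so channel inhibition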
ANO1 block – mouse TMEM16A channel inhibition, primary screen | AID 588511 | 1.2% of 310,000 active | normalized B-score (activity score, 25-100; higher = stronger inhibition) at 10 µM | HEK293 TMEM16A/YFP iodide influx fluorescence, ionomycin | Q8BHY3;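 active = ratio plate-corrected score three or more library SD toward inhibition, starting fluorescence score within five deviations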;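 note: score derived from kinetic fluorescence span divided by baseline fluorescence per well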
Dyrk1A ADPGlo – inhibitors of rat Dyrk1A kinase | inhibition, % at 12.5 µM | ADP-Glo luminescence, NFATc1 peptide | Q63470 | AID 504441 | 0.43% of 310,000 active; in the data active = inhibition above about 50%;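 note: plate controls were vehicle with enzyme for no effect and no enzyme for full effect; many of its hits are not listed in these tables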
hERG protect – hERG (human) protection from proarrhythmic block; CHO-hERG, FluxOR thallium flux, dofetilide IC70 present; activation (rescue from dofetilide block), less the hit threshold, % at 10 µM; 0.51% of 310,000 active; AID 1511;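 active = activation above the mean of controls blocked by dofetilide plus 5 SD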;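 note: thallium influx through hERG after potassium depolarization seen as dye fluorescence rise; in these data hits start at about 4.7%; inactives centre near -7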
Target sequence (Q12809 whole entry, looked up): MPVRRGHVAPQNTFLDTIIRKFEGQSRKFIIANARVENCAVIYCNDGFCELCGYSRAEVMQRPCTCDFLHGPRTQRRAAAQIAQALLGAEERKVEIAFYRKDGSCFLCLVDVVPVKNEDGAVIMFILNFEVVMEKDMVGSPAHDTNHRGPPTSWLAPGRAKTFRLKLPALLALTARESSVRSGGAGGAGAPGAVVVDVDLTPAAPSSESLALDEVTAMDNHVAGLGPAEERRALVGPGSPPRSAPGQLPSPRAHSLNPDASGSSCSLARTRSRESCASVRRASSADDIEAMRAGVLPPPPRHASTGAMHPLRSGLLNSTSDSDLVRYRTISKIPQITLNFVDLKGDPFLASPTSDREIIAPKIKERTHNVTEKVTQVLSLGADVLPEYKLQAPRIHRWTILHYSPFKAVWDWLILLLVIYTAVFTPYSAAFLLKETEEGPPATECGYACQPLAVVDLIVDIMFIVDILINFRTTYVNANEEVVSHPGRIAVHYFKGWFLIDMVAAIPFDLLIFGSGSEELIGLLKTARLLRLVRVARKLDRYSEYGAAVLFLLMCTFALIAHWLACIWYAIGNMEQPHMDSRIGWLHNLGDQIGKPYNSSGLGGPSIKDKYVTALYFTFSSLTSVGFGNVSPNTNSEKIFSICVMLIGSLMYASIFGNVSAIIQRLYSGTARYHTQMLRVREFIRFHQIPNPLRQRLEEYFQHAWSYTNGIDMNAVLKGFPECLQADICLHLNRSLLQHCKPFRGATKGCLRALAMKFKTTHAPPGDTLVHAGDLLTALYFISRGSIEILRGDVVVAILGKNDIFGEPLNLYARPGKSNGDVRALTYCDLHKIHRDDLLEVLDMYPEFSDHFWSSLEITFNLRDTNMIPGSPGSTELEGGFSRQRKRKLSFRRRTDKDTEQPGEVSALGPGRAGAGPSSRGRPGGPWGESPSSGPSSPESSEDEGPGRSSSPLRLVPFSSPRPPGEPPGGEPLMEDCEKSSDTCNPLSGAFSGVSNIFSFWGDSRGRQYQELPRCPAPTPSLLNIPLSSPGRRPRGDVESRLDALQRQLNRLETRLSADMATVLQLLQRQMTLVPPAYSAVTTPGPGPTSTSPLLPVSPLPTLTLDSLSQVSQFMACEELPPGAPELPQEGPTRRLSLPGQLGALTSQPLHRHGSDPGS
KCNK3 inh – human KCNK3 channel inhibition, primary screen; CHO-KCNK3 thallium flux, FluxOR fluorescence; active compounds read low; B-score at 10 µM; 0.84% of 340,000 active; AID 602410;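 active = B-score under library mean minus 4 SD, starting fluorescence ratio at most library mean plus 5 SD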;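 note: more negative B-score means stronger inhibition of thallium flux through KCNK3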
TRPC4 potent – allosterically enhances the mouse TRPC4 cation channel; HEK293 TRPC4beta/mu-opioid, DAMGO EC20, Fluo-4 Ca2+ flux; active compounds read high; B-score at 10 µM; 0.42% of 310,000 active; AID 2227;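 active = B-score of calcium response area above 5 SD of library B-scores, with initial fluorescence ratio within 5 SD of library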;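 note: B-score of integrated fluorescence ratio over time as area under calcium response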
ANO1 activ – mouse TMEM16A channel activation, primary screen | Q8BHY3 | HEK293 TMEM16A/YFP-H148Q/I152L, iodide quench fluorescence; active compounds read low | B-score at 10 µM | 0.3% of 340,000 active | AID 623877;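 active = fluorescence-ratio B-score plate-corrected deviation score at least 3 library SD below zero, with starting fluorescence score within 5 deviations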;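 note: channel opened by trigger with iodide after compound preincubation; score built on the fluorescence ratio of max minus min over baseline; more negative score means more quench and so TMEM16A activation or potentiation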
HDAC3 inh – inhibitors of human histone deacetylase 3; O15379; recombinant HDAC3, fluorogenic peptide/trypsin coupled, fluorescence; inhibition, % at 8.3 µM; 0.15% of 320,000 active; in the data active = inhibition above about 26%, passing the limit was not always enough; inconclusive = no clear call, values can overlap the other calls
TRPC4 agonist – TRPC4 (mouse) channel activation. HEK293 TRPC4beta/mu-opioid, Fluo4 calcium fluorescence; active compounds read high. Q9QUQ5. 0.49% of 310,000 active. B-score at 10 µM;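 active = B-score above 5 SD of library B-scores, and initial fluorescence ratio not above library mean plus 5 SD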;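 note: positive B-score marks a calcium rise read as TRPC4 activation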
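Material: HEK293 stable line with TRPC4beta plus mu-opioid receptor; technique: Fluo4 calcium-sensitive dye fluorescence, kinetic, 1 Hz baseline; timing: Fluo4 dye loading 45 min at room temperature, 110 s recording; controls: assay buffer as low control, maximal DAMGO as high control; read-out: integrated baseline-normalised fluorescence ratio, converted to per-well B score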
KCNQ1 pot – potentiators or activators of human KCNQ1 potassium channel; P51787; CHO-K1 KCNQ1, thallium flux FluxOR fluorescence; active compounds read high; B-score at 10 µM; 0.35% of 310,000 active; AID 2648;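 active = fluorescence ratio B-score, a plate-corrected score, at least three library SD, with initial intensity B-score within 5 SD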
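System: CHO-K1 cells stably expressing KCNQ1 / Medium: assay buffer for compound exposure, DMSO matched across wells / Reagent: thallium- and potassium-containing depolarizing buffer / Compound: one concentration, matched DMSO / Incubation: 20 min compound pretreatment at room temperature / Measured by: kinetic FluxOR fluorescence, 10 s baseline plus 110 s post-stimulus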
Numbers without * were called inactive; i = inactive; ? = inconclusive; . = not tested or not shown.

compound	KCNQ1 block	KCNK9 block	ANO1 block	Dyrk1A ADPGlo	hERG protect	KCNK3 inh	TRPC4 potent	ANO1 activ	HDAC3 inh	TRPC4 agonist	KCNQ1 pot
Cc1ccc(S(=O)(=O)N2CCN(Cc3nc4ccccc4[nH]3)CC2)cc1C	i	i	i	5	-3	i	i	i	-3	i	i
CSc1sc(C)cc1C1C(C#N)=C(N)N(c2cccnc2)C2=C1C(=O)CCC2 (stereo not drawn)	i	i	i	6	-1	i	i	i	8	i	i
Cc1cc2occ(CC(=O)N(CCC(C)C)c3c(N)n(Cc4ccccc4)c(=O)[nH]c3=O)c2cc1C	i	i	i	9	-13	i	i	i	0	i	i
COc1cccc(-c2nc3ccc([N+](=O)[O-])cc3o2)c1	i	i	i	.	-9	i	i	i	6	i	i
O=c1[nH]c(C2CCN(S(=O)(=O)c3ccc(S(=O)(=O)NC4CC4)cc3)CC2)nc2c1nnn2Cc1ccc(F)cc1	i	i	i	-9	-5	i	i	i	8	i	i
COc1ccc2c(c1)OC(O)(C(F)F)CC2=O (stereo not drawn)	i	i	i	-6	-5	i	i	i	1	i	i
COc1ccc(N2CC(C(=O)N(CC(C)C)c3c(N)n(Cc4ccccc4)c(=O)[nH]c3=O)CC2=O)c(OC)c1 (stereo not drawn)	i	i	i	9	-4	i	i	i	5	i	i
Cc1ccc(-n2nnc3c(=O)n(CC(=O)NCc4ccco4)cnc32)cc1	i	i	i	-2	-7	i	i	i	?	i	i
C=CC(C)(C)c1[nH]cnc1/C=C1\NC(=O)C(C(C)C)NC1=O (stereo not drawn)	i	i	i	4	-6	i	i	i	8	i	i
Cc1cccc(NC(=S)NN2CCOCC2)c1C	i	i	i	-4	-2	i	i	i	-10	i	i
O=C(CC12CC3CC(C1)CC(CC(=O)NC1=NCCS1)(C3)C2)NC1=NCCS1	i	i	.	4	-8	i	i	i	.	i	i
C/C(=C\c1ccco1)CN1CCN(Cc2ccc(C)o2)C(CCO)C1 (stereo not drawn)	i	i	i	.	-11	i	i	i	2	i	i
O=C(CCS(=O)(=O)Cc1ccccc1)Nc1ccc2c(c1)OCCO2	i	i	i	-1	-6	i	i	i	-2	i	i
O=C(NC(Cc1c[nH]c2ccccc12)C(=O)N/N=C/c1cccc2ccccc12)c1cccs1 (stereo not drawn)	6*	i	i	-2	-17	i	i	i	-1	i	i
Brc1ccc(-c2nn3c(Cc4ccccc4)nnc3s2)o1	i	i	i	12	-10	i	i	i	-2	i	i
CCOc1ccc(C2=Nc3ccc(Br)cc3C(c3ccc(N4CCOCC4)cc3)=NN2)cc1	i	i	i	-2	-13	i	i	i	0	i	i
CCCNC(=O)Cn1cnc2sc(C(=O)N3CCCC(C(=O)OCC)C3)c(C)c2c1=O (stereo not drawn)	i	i	i	-8	-8	i	i	i	-1	i	i
Cc1ccc(S(=O)(=O)NCC2COc3ccccc3O2)cc1 (stereo not drawn)	i	i	i	2	-9	i	i	i	2	i	i
COc1ccc(S(=O)(=O)c2c(O)cc(C)c(NS(=O)(=O)c3ccccc3)c2C)cc1	i	i	i	-1	-14	i	i	i	-3	i	i
Nc1nnc(SCC(=O)NCCOc2ccccc2)s1	i	i	i	-6	0	i	i	i	-5	i	i
COc1ccccc1OCCOc1ccc(/C=C2\C(=N)N3N=C(C)SC3=NC2=O)cc1	i	i	i	0	-6	i	i	i	1	i	i
O=c1ccccn1CCOc1ccc(Cl)cc1	i	i	i	5	-3	i	i	i	-1	i	i
CN(CC1COCCO1)C(=O)c1cc(COc2c(F)cccc2F)on1 (stereo not drawn)	i	i	i	-3	-6	i	i	i	8	i	i
Cc1c(C(=O)O)sc2nc3n(c(=O)c12)CCCCC3	i	i	i	0	-8	i	i	i	-2	i	i
COc1ccc(C(=O)Nc2cccc(C(C)=O)c2)c(OC)c1OC	i	i	i	2	2	i	i	i	1	i	i
O=C(CNC(=O)c1cccs1)c1ccc(Br)cc1	i	i	i	-3	-2	i	i	i	7	i	i
O=C(Nc1ccc(C(=O)OC[C@@H]2CCCN3CCCC[C@H]23)cc1)c1cccc(Br)c1	i	i	i	7	-16	i	i	i	-7	i	i
Cn1c(N)c(N2CCCCC2)c(=O)n(CC(=O)Nc2ccc(Cl)c(Cl)c2)c1=O	i	i	i	-6	-6	i	i	i	5	i	i
Cc1cc(-c2ccccc2)nc2cc(C(=O)N(Cc3ccccc3)Cc3ccccc3)nn12	i	i	i	-6	-17	i	i	i	8	i	i
COCCNC(=O)C(NC(=O)C1CCC(C)CC1)C(C)C (stereo not drawn)	i	i	i	8	-9	i	i	i	-1	i	i
O=C(CSc1nnc(NC(=O)c2cccc(Br)c2)s1)NCC1CCCO1 (stereo not drawn)	i	i	i	7	-9	i	i	i	0	i	i
COc1ccc(C(=O)Nc2ccc(NC(=O)c3cccs3)cn2)cc1	i	i	i	0	-2	i	i	i	4	i	i
CCC(=O)Nc1c(-c2ccc(Cl)cc2)c(=O)c2ccccc2n1C	i	i	i	2	-6	i	i	i	-2	i	i
CC1=C([N+](=O)[O-])C(c2ccccc2)C2=C(N1)c1ccccc1C2=O (stereo not drawn)	i	i	25*	4	-15	i	i	i	10	i	i
N=C1C(c2nc3ccccc3s2)=C(O)CN1NC(=O)c1ccccc1[N+](=O)[O-]	i	i	i	1	-11	i	i	i	-2	i	i
CCC(C(=O)OCC(=O)Nc1c(C)nn(-c2ccccc2)c1C)c1ccccc1 (stereo not drawn)	i	i	i	10	-6	i	i	i	-1	i	i
COC(=O)Nc1nc(C)c(C(=O)c2ccccc2)s1	i	i	i	-3	2	i	i	i	9	i	i
Cc1cc(C(=O)NN=C2CCCCCCC2)c2ccccc2n1	i	i	i	-6	-12	i	i	i	1	i	i
CC(C)c1nnc(NC(=O)CCC(=O)Nc2ccc(F)cc2)s1	i	i	i	3	-8	i	i	i	0	i	i
COC(=O)c1ccc(COc2ccc3c(C)c(C)c(=O)oc3c2)o1	i	i	i	1	-1	i	i	i	-6	i	i
CCOc1ccc(NC(=O)CN(C)C(=O)/C=C/c2ccc(S(=O)(=O)N3CCCCCC3)cc2)cc1OCC	i	i	i	12	-13	i	i	i	0	i	i
CSCCC(NC(=O)c1ccco1)C(=O)OCc1cc([N+](=O)[O-])cc2c1OCOC2 (stereo not drawn)	i	i	i	.	-8	i	i	i	?	i	i
Cc1cccc(C(=O)NCCN2CCOCC2)c1[N+](=O)[O-]	i	i	i	-2	-6	i	i	i	-3	i	i
O=C(Nc1c2c(nn1-c1ccc(F)cc1)CS(=O)C2)c1ccc(S(=O)(=O)N2CCOCC2)cc1 (stereo not drawn)	i	i	i	-2	-11	i	i	i	-5	i	i
O=C(O)C1=C[C@H](c2ccc(Br)cc2)C[C@H](OCc2ccc(CO)cc2)O1	i	i	i	3	-4	i	i	i	1	i	i
COc1ccc2nc(NC(=O)Nc3cccc4ccccc34)sc2c1	i	i	i	-5	-10	i	i	i	0	i	i
CCOCCn1c(=O)c2c(nc3n2CCCN3CCc2ccccc2)n(C)c1=O	i	i	i	.	-9	i	i	i	4	i	i
N#CC1(NC(=O)CN2CCc3ccccc3C2)CCCC1	i	i	i	3	-6	i	i	i	3	i	i
COC(C[C@@H]1O[C@H]1[C@@H](O)COCc1ccccc1)OC	i	i	.	.	-7	i	i	i	.	i	i
COc1cc2cc(C(=O)Nc3ccccc3)c(N)nc2cc1OC	i	i	i	3	-14	i	i	i	-15	i	i

Next section
compound	KCNQ1 block	KCNK9 block	ANO1 block	Dyrk1A ADPGlo	hERG protect	KCNK3 inh	TRPC4 potent	ANO1 activ	HDAC3 inh	TRPC4 agonist	KCNQ1 pot
Cc1c(C(=O)Nc2cccnc2)oc2ccc(Br)cc12	i	i	i	4	-10	i	i	i	9	i	i
Oc1ccccc1-c1nnc(SCCN2CCOCC2)n1Cc1ccccc1	i	i	i	-2	-12	i	i	i	-5	i	i
O=C(/C=C/c1ccco1)NC(=S)Nc1nc(-c2ccc(Cl)cc2)cs1	i	i	i	6	1	i	i	i	-2	i	i
C=CCNC(=O)CN1N=C(c2ccc(C)cc2)CCC1=O	i	i	i	-2	1	i	i	i	3	i	i
O=C(/C=C\c1cccs1)c1c(O)ccc2ccc(=O)oc12	i	i	i	22	-4	i	i	i	4	i	i
O=C(CSc1nc(-c2cccs2)cc(C(F)(F)F)n1)Nc1cc(OCC(F)(F)C(F)F)cc([N+](=O)[O-])c1	i	i	i	-2	-11	i	i	i	-1	i	i
CSc1ncc(OCc2ccccc2)c(=O)[nH]1	i	i	i	.	-8	i	i	i	0	i	i
Cc1cc(C(=O)Nc2ncn(Cc3ccc(F)cc3)n2)ccc1[N+](=O)[O-]	i	i	i	6	-12	i	i	i	-2	i	i
O=C(Cc1ccccc1Cl)Nc1ccc(S(=O)(=O)Nc2nccs2)cc1	i	i	i	0	-12	i	i	i	-1	i	i
Cc1ccc(CC(=O)NC2CCN(C)CC2)cc1	i	i	i	.	-3	i	i	i	9	i	i
COc1ccccc1NC(=O)C1CCCN(S(=O)(=O)c2ccc3c(c2)CC(C)N3C(C)=O)C1 (stereo not drawn)	i	i	i	0	-8	i	i	i	-2	i	i
CCOC(=O)C1CCCN(C(=O)COC(=O)c2cc(=O)c3ccccc3o2)C1 (stereo not drawn)	i	i	i	1	-13	i	i	i	-4	i	i
CCOC(=O)c1[nH]cnc1C(=O)Nc1ccncc1	i	i	i	18	-5	i	i	i	2	i	i

A portion of the library; rates above refer to the full screens.
